Screens as filed in PubChem BioAssay.
p53 reactivator: restores transcriptional activity of mutant p53 | H1299 p53-A138V BP100-luciferase reporter, luminescence, 24 h | Potency, µM (highest dose often 92.2 µM), for inactives: at the top dose activity change, positive = activation, hits mostly activators | 320,000 tested, 0.063% active | AID 504706; note: potency is the fitted concentration of half-maximal effect; % of control where 0% means no effect; nearly all actives have a fitted effect of over 45% in size
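H1299 (p53-null), stable ts p53-A138V + BP100-Luc; 1000 cells/well, Opti-MEM/10% FBS; cpd 4 pt, 1:5; 24 h, 37 deg C, 5% CO2; detection reagent 10 min RT; luminescence.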
RORg inh: ROR gamma (mouse) transcription inhibition; 310,000 tested, 5.4% active; P51450; AID 2551; Drosophila S2 Gal4-RORgamma UAS-luciferase reporter, 20 h; Potency, µM (highest dose often 53.6 µM), without a hit: at the top dose activity change, negative = inhibition, actives largely listed as inhibitors; note: potency is the fitted concentration of half-maximal effect; % is set by controls: 0 for no effect and ±100 for the full control effect; nearly all actives have a fitted effect of over 60% in size
Target sequence (P51450 whole entry, looked up, the tested form may be a part): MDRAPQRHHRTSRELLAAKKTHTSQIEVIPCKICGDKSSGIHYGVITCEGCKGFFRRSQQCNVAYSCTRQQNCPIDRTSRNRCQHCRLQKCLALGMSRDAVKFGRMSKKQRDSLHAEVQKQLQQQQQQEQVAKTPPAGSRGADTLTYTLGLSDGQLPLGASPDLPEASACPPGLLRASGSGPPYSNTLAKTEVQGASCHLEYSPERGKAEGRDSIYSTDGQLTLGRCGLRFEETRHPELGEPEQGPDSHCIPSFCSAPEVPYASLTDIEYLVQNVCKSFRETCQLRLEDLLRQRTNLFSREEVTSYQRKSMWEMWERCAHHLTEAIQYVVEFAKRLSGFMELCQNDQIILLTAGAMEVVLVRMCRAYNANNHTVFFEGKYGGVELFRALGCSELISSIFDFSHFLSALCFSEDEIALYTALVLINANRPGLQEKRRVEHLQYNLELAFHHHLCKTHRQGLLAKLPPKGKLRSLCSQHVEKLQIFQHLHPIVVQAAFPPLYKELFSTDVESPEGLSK
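Using a luciferase readout, inhibitors were identified by reduced reporter activity in Drosophila cells coexpressing a copper-inducible Gal4–ROR gamma fusion and UAS-driven Photinus luciferase, incubated 20 hr after 700 uM copper sulfate.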
ELG1 genotoxic: genotoxicity induction in ELG1-luciferase HEK293T cells; HEK293T ELG1-luciferase reporter, luminescence, 16 h; AID 504466; Potency, µM (top dose mostly 46 µM), inactives show top-dose activity change, positive = activation, usual class: activators; 330,000 tested, 1.3% active; note: potency is the fitted concentration of half-maximal effect; % of control where 0% means no effect; nearly all actives have a fitted effect of over 60% in size
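Quantitative HTS format in 1536-well plates. HEK293T ELG1-luciferase reporter cells receive test compound and are incubated 16 hr at 37 °C, 5% CO2; ONE-Glo added, 30 min room temperature, then luminescence read.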
FLuc counter: firefly luciferase modulation, counter-screen for miR-21 project | Potency, µM (top dose mostly 57.5 µM), inactives show at the highest dose activity change, negative = inhibition, actives largely listed as inhibitors | purified FLuc, Km substrates, luminescence inhibition | P08659 | 360,000 tested, 6.9% active;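 note: potency is the fitted concentration of half-maximal effect; plate controls were vehicle for no effect and reference inhibitor for full effect; nearly all actives have a fitted effect of over 55% in size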
Target sequence (P08659 whole entry, looked up): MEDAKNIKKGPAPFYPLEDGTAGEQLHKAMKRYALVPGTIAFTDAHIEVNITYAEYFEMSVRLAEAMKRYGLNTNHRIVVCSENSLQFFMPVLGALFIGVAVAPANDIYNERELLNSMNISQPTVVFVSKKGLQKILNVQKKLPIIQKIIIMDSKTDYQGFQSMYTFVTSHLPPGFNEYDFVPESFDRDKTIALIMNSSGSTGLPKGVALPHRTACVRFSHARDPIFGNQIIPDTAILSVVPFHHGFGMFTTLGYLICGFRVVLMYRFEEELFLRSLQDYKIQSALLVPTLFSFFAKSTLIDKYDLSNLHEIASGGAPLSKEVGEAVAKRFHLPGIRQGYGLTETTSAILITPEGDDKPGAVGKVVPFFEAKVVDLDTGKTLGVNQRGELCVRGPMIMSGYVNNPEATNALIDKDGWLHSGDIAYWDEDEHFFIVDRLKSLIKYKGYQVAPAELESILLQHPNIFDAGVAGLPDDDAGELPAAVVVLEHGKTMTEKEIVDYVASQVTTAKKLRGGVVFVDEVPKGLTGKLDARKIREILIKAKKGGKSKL
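Purified P. pyralis luciferase, 10 nM final, with Km-level 10 uM D-luciferin and 10 uM ATP in 50 mM Tris acetate pH 7.5, 10 mM Mg acetate, 0.01% Tween-20, 0.05% BSA; 6-point qHTS titration about 60 µM downward; luminescence read.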
Rab9 prom act: activators of Rab9 promoter; AID 485297; Potency, µM (titrated, usually from 9.22 µM), for the others: at the highest dose activation, negative = inhibition, most hits filed as activators; Huh7 Rab9 promoter-luciferase reporter, luminescence, 24 h; 320,000 tested, 2.8% active; note: potency is the fitted concentration of half-maximal effect; % of control where 0% means no effect; nearly all actives have a fitted effect of over 60% in size
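Steps: seed 1500 Huh7 Rab9-luc cells per well, rest 2 h at 37 °C; add compound in DMSO; incubate 24 h; add luciferase reagent, 10 min ambient; read luminescence.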
Menin MLL FP TR: inhibitors of human menin-MLL interaction, mutant MLL peptide. Potency, µM (series often up to 61.6 µM), for inactives: at the top dose FP activity change, negative = inhibition, actives largely listed as inhibitors. Menin + Texas Red MLL mutant peptide, fluorescence polarization. O00255. 270,000 tested, 0.23% active; active = well fitted inhibition curve with a large enough effect in the polarisation, with a control signal flat, not every such curve was filed as active; inconclusive = small, poorly fitted or top-dose-only effect, or effect the other way, or a change in a side signal; inactive = no such curve, though single readings can be large or run the other way; the % refers to the polarisation; note: potency is the fitted concentration of half-maximal effect; % of control where 0% means no effect; many of its hits are not listed in these tables
NPC1 prom act: NPC1 promoter activation. Huh7 NPC1 promoter luciferase reporter, 24 h. Potency, µM (highest dose often 9.22 µM), for inactives: at the highest dose activation, actives largely listed as activators. 320,000 tested, 2.4% active;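 note: potency is the fitted concentration of half-maximal effect; % of control where 0% means no effect; nearly all actives have a fitted effect of over 60% in size; reporter is driven by a mutant NPC1 promoter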
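Cells: Huh7 expressing luciferase under the NPC1 promoter, 1500/well. Seeded 2 h, compound added, incubated 24 h at 37 °C. Luciferase reagent, 10 min ambient, then luminescence.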
VP16 counter: counter-screen for ROR gamma inhibitors: Gal4-VP16 reporter. Drosophila S2 Gal4-VP16 UAS-luciferase, luminescence, 20 h. Potency, µM (titrated, usually from 53.6 µM), for the others: at the highest dose activity, negative = inhibition, most hits filed as inhibitors. 310,000 tested, 3.5% active. AID 2546;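 note: Gal4-VP16 expression switched on by copper sulfate through the metallothionein promoter; potency is the fitted concentration of half-maximal effect; % is set by controls: 0 for no effect and ±100 for the full control effect; nearly all actives have a fitted effect of over 50% in size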
Giardia killer: kills Giardia lamblia; Giardia lamblia trophozoite viability; activity change, % at 7.66 µM, hits read low; 340,000 tested, 0.15% active; in the data active = activity change below about -80%; inconclusive = between about -30% and that limit;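 note: parasites exposed to compound for two days anaerobically before the ATP read; % is set by controls: 0 for no effect and ±100 for the full control effect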
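Trophozoites 100 cells/well + cpd; 48 hrs, 37 deg C, anaerobic. ATPLite 1-Step added, 15-30 min RT, luminescence read (ATP-based viability).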
BRCA1 expr act: increases BRCA1 expression; 380,000 tested, 1.1% active; MCF7-BRCA1-FFLuc reporter, luminescence, 48 h; response scale: scaled: vehicle 0%, 10 µM genistein 100%; Potency, µM (series often up to 46.1 µM), for inactives: at the highest dose activation, actives largely listed as activators; note: potency is the fitted concentration of half-maximal effect; nearly all actives have a fitted effect of over 80% in size; some results filed as inactive show a strong effect at the top dose
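Luminescence from a BRCA1-driven firefly luciferase in MCF7 cells was the read-out, taken 15 min after substrate addition following 48 h compound exposure at 37 °C. Data were normalized to a 10 microM genistein control and DMSO vehicle.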
PKM2 act: activators of human pyruvate kinase M2. P14618. purified PKM2, Kinase-Glo ATP luminescence, activation; response scale: 0% is enzyme alone, no compound. Potency, µM (titrated, usually from 57.5 µM), without a hit: top-dose activation, most hits filed as activators. 260,000 tested, 0.34% active. AID 1631; note: potency is the fitted concentration of half-maximal effect; % is set by controls: 0 for no effect and ±100 for the full control effect; nearly all actives have a fitted effect of over 55% in size
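hPK-M2, >95% pure; 0.1 mM ADP / 0.5 mM PEP final; imidazole pH7.2 buffer w/ 7 mM MgCl2, 50 mM KCl; 1 h RT; Kinase-Glo lum. Intermediate enzyme activity for dual inhibitor/activator qHTS.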
The depositor's hits bear a star; u = inconclusive; x = not tested or not shown; [ ] = dose if it differs, or a comment. Unless noted, calls come from the whole dose curve; as a rule, active = well fitted curve in the direction sought with a large enough effect; inconclusive = small, poorly fitted or top-dose-only effect, or another doubt; inactive = no such curve, though single readings can be large; an effect the other way counts as inactive or inconclusive. These rows are one share of the data. The share of hits here may be higher or lower than overall.

The line under a structure holds: p53 reactivator | RORg inh | ELG1 genotoxic | FLuc counter | Rab9 prom act | Menin MLL FP TR | NPC1 prom act | VP16 counter | Giardia killer | BRCA1 expr act | PKM2 act
1: Cc1cccc(C(=O)NCc2nnc(SCC(=O)NC3=NCCS3)n2C)c1
→ -0.8% | 1.9% | -1.9% | 0.5% | -6.1% | -6.1% | -7.2% | u | 1.9 | -26.9% | -0.5%
2: CC1=Nc2cc(C(=O)NCC3CCCO3)ccc2Sc2ccc(C)cc21 (centres undefined)
→ -7.5% | -23.1% | u | 0.0% | -29.6% | x | -32.9%[inhibitor] | 5.6% | 21.3 | -13.3% | x
3: Cc1ccc(SCC(=O)Nc2cc(C)on2)cc1
→ 5.6% | 3.1% | 3.5% | 2.9% | 1.9% | 5.9% | -0.5% | 5.6% | 6.7 | -1.7%[1.84 µM] | 7.3%
4: Cc1cccc(OCc2nc(C#N)c(NCCN(C)C)o2)c1
→ -0.2% | -28.5% | -7.2% | 1.6% | 0.8% | -20.4% | -1.8% | 0.2% | -25.7 | 18.8% | 1.5%
5: Nc1cc(-c2nn[nH]n2)ccc1F
→ -12.4% | 8.0% | 0.2% | -1.0% | 6.4% | 10.7% | -3.8% | -8.0% | 11.5 | -19.5% | -8.3%
6: CCCCC(=O)Nc1cccc(C(=O)N/N=C/c2ccc(OC)cc2OC)c1
→ -9.7% | 0.7% | 0.3% | 16.9µM* | 1.2% | 2.7% | -0.9% | -2.5% | 4.0 | 22.9% | -2.4%
7: CN(Cc1ccccc1)C(=O)c1[nH]cnc1C(=O)N[C@@H](CCCCNC(=O)OC(C)(C)C)C(=O)OC(C)(C)C
→ -1.8% | 7.08µM* | -1.2% | -1.0% | -4.3% | u | -5.2% | u | -21.0 | -30.3% | 2.3%
8: Cc1cc(NC(=O)c2ccc3c(c2)C(=O)N(C(C)(C)C)C3=O)no1
→ -1.0% | 7.6% | u | -3.1% | u | 0.1% | 16.7% | 0.7% | -9.8 | -21.9% | -2.3%
9: COc1ccccc1OCCn1cc(C(=O)C(C)C)c2ccccc21
→ x | 23.5%[1.91 µM] | -8.8% | 3.5% | 1.7% | -11.2% | -5.7% | -0.2% | 5.8 | -9.5% | 0.4%
10: Cc1nn(-c2nc(-c3ccco3)cc(C(F)(F)F)n2)c(C)c1Br
→ -1.6% | -20.9% | 0.5% | 0.3% | -0.1% | 3.5% | 0.7% | -0.5% | u | -55.5% | 8.2%
11: COc1ccc(CNC(=O)C2CCCN(S(=O)(=O)c3ccc4c(c3)C(C)(C)C(=O)N4C)C2)cc1 (centres undefined)
→ 2.1% | 13.2% | 0.3% | 0.5% | -2.1% | -24.5% | -5.2% | 5.5% | -2.0 | 1.2% | -3.7%
12: CN(C(=O)c1ccc2c(c1)SC1=NS(=O)(=O)CCN12)C(c1ccccc1)c1ccccc1
→ -8.2% | 14.6% | -5.2% | 2.9% | -13.2% | -0.6% | -2.0% | 1.2% | 2.2 | -53.2% | 11.9%
13: Cc1cc(C)cc(NC(=O)CCCN2C(=O)C(c3ccccc3)Oc3cccnc32)c1 (centres undefined)
→ 2.3% | 3.3% | 1.7%[9.26 µM] | 0.1% | 2.9% | 2.0% | -0.9% | -1.0% | -8.2 | -36.9% | x
14: COC(=O)c1ccc(/C=C/C(=O)c2cccc(OC)c2)cc1
→ 2.7% | u | u | 9.53µM* | u | 9.4% | u | u | -3.5 | 6.5% | 1.0%
15: CCC(C)(C)NC(=O)C1CCN(c2nc(C)cc(C)n2)CC1
→ 9.1% | -11.1% | 2.2% | 6.8% | 4.0% | 5.9% | -2.8% | -2.6% | 7.9 | -16.6% | 1.9%
16: CCN(c1ccccc1)S(=O)(=O)c1cc2c3c(c1)CCN3C(=O)CC2
→ -6.6% | x | 0.8% | -17.0% | -5.2% | x | -2.0% | x | x | x | x
17: Nc1ccc2c(c1)OCCOCCOCCOCCOCCO2
→ 3.5% | -5.3% | 0.3% | -0.9% | 8.9% | -21.3% | -2.4% | -11.1% | 10.8 | 2.9% | -1.2%
18: CCOC(=O)Cn1ccc(-c2ccccc2)c(C#N)c1=O
→ -2.0% | 8.0% | 4.4% | 4.0% | -3.4% | 1.7% | 2.7% | -2.5% | 1.3 | -2.0% | 0.0%
19: Cc1sc2ncnc(SCC(=O)Nc3ncccc3O)c2c1C
→ 9.1% | x | 4.6% | -0.1% | -4.2% | x | 0.3% | x | -21.3 | -2.7% | x
20: CCNS(=O)(=O)c1ccc(CCC(=O)NC2CCCC2)cc1
→ -0.7% | -8.4% | 1.9% | 0.0% | 1.1% | 7.0% | -2.1% | -0.5% | 23.1 | 11.3% | 6.2%

(more compounds)
The line under a structure holds: p53 reactivator | RORg inh | ELG1 genotoxic | FLuc counter | Rab9 prom act | Menin MLL FP TR | NPC1 prom act | VP16 counter | Giardia killer | BRCA1 expr act | PKM2 act
21: CC1(C)OC2C(CO)OC(n3cnc4c(=S)nc[nH]c43)C2O1 (centres undefined)
→ 2.4% | -31.4% | -1.2% | 1.5% | 3.2% | x | -4.5% | -6.7% | 12.1 | -7.7% | -4.2%
22: On1c(-c2ccc(Cl)cc2)nc2ccccc21
→ 12.7% | u | 9.6% | 19µM* | u | u | u | u | -21.8 | 84.3% | 6.4%
23: C/C(=N\NC(=S)Nc1ccc(C(C)C)cc1)c1ccc2c(c1)OCO2
→ 8.4% | 6.31µM* | -0.8% | u | -0.8% | u | 6.8% | u | -12.1 | 8.2% | 12.7%
24: COc1ccc(C(=O)NC(=S)Nc2ccc(S(=O)(=O)Nc3cc(C)on3)cc2)cc1OC
→ 12.3% | u | 3.1% | 1.1% | -1.7% | x | 1.7% | 9.4% | -9.7 | 0.0% | 2.9%
25: COC(=O)C1=C(Nc2ccc(C)cc2)C=C(C)C(C(=O)OC)C1c1ccc(F)cc1 (centres undefined)
→ -5.4% | u | -4.4% | 6.6% | -3.7% | -18.3% | -17.2% | -18.0% | -20.0 | -0.5%[1.84 µM] | 5.8%
26: Cc1ccc(NC(=O)CN(C)C(=O)c2cc(C)on2)cc1
→ -0.7% | x | 1.4% | 0.5% | -5.8% | x | -5.6% | x | -12.0 | -0.7% | x
27: Cn1cccc1C(=O)NC(=O)COC(=O)CNS(=O)(=O)c1ccc(Br)cc1
→ 9.9% | -8.0% | -0.4% | -3.7% | -1.2% | -6.7% | -1.0% | -0.1% | -11.9 | 9.3% | -1.0%
28: COc1ccc(CNS(=O)(=O)c2cc(-c3cc(C)no3)ccc2C)cc1OC
→ -2.1% | 24.6% | -1.0%[9.26 µM] | -1.2% | -0.7% | 0.9% | -2.2% | -4.2% | -14.3 | -4.9% | x
29: COc1cc(/C=C/c2ccc3cccc(O)c3n2)cc(Br)c1OC
→ u | 1.26µM* | 23.1µM* | 4.78µM* | 3.98µM* | u | 2.82µM* | 5.01µM* | -9.8 | -0.1% | x
30: O=c1c2ccccc2c(/C=N/c2n[nH]c(CCCO)n2)c(O)n1-c1ccccc1Cl
→ -4.1% | 9.6% | 1.1% | 16.9µM* | -1.7% | 29.1% | -1.9% | -6.1% | -18.7 | -16.4% | -6.2%
31: CCC1(C)Cc2c(sc3nc(SCC(=O)O)[nH]c(=O)c23)CO1 (centres undefined)
→ 1.7% | u | -9.0% | 1.5% | -3.7% | 0.8% | 1.1% | 1.5%[0.365 µM] | -1.1 | 9.0% | -36.6%
32: O=C(C1CCCN(S(=O)(=O)c2ccccc2[N+](=O)[O-])C1)N1CCN(c2ccccc2)CC1 (centres undefined)
→ -26.9% | u | -3.1% | 1.5% | -2.1% | 2.3% | 5.6% | -14.8% | 1.9 | -18.9% | 4.2%
33: O=C(COC(=O)c1cccc(F)c1)Nc1ccc2c(c1)OCCO2
→ 21.4% | x | 6.2% | 1.9µM* | 9.5% | x | 3.3% | x | u | 5.9% | x
34: CSc1ncccc1C(=O)N1CCCC(C(=O)c2ccc3ccccc3c2)C1 (centres undefined)
→ -5.2% | u | -11.5% | -7.1% | -6.9% | u | -3.2% | 4.1% | -5.7 | -7.0% | 27.5%
35: O=C(/C=C/c1ccccc1)c1ccc2c(c1)OCO2
→ u | -22.0% | u | 2.13µM* | u | x | u | 3.5% | 6.3 | 64.2% | -11.9%
36: Cc1cc(NC(=O)CSCC(=O)OCC(=O)Nc2ccc(OC(F)F)cc2)no1
→ -7.7% | x | 0.9% | -5.6% | 1.0% | x | -1.2% | x | -11.1 | 2.2% | x
37: CCn1c(SCC(=O)NC2CCS(=O)(=O)C2)nnc1-c1ccccc1 (centres undefined)
→ 1.2% | -18.2% | -0.5% | 0.3% | 4.3% | 1.4% | -7.9% | 5.6% | -20.1 | -3.6% | -0.3%
